Screening results as filed in PubChem BioAssay.
bovine MsrA act: bovine methionine sulfoxide reductase A activation | purified bovine MsrA, absorbance read-out | 0.3% of 360,000 active | activation, % at 10.6 µM; in the data active means activation above about 7.5%;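 further: 0% = vehicle and 100% = reference activator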
FAS TE block: FAS thioesterase (human) inhibition | P49327 | recombinant FAS-TE, OMFH fluorogenic substrate, fluorescence endpoint | inhibition, % at 15 µM | 0.67% of 360,000 active;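 active means compounds whose normalised, plate-corrected inhibition of enzyme fluorescence in the single-dose primary screen is 50% or more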;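 further: 0% = DMSO with enzyme and 100% = substrate without enzyme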
MT1-MMP act inh: MT1-MMP (human) activation inhibition. GFP/RFP ratio change, % at 20 µM. HT1080 RFP-PRO-GFP cells, GFP/RFP ratio fluorescence, overnight; percent of plate control window, DMSO zero. 0.061% of 360,000 active. AID 651647;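 active means GFP/RFP ratio change of at least 30% with cell ATP level not reduced by more than half and red fluorescence within 50% of control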; further: strong numbers were not always called active
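Read-out: GFP/RFP fluorescence ratio; Test system: RFP-PRO-GFP reporter HT1080 cells; Compound dosing: single-point 20 µM compound, 1% DMSO; Times: overnight compound exposure at 37 °C.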
MsrA inh: inhibits bovine methionine sulfoxide reductase A | purified bovine MsrA, absorbance read-out | inhibition, % at 15.5 µM | 0.75% of 360,000 active | AID 651718; in the data active means inhibition above about 4.5%;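 further: 0% = vehicle wells with enzyme and 100% = reference inhibitor wells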
CendR NRP1 mod: modulators of CendR peptide binding to human neuropilin-1 | O14786 | FAM-RPARPAR peptide binding to NRP-1, fluorescence polarization | inhibition, % at 25 µM | 0.85% of 360,000 active | AID 602438;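 active means inhibition or corrected inhibition above about 18%, plus a signal ratio from 0.5 to 1.5, limit read from the data, passing the limit was not always enough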; further: strong numbers were not always called active
Target sequence (O14786 whole entry, looked up): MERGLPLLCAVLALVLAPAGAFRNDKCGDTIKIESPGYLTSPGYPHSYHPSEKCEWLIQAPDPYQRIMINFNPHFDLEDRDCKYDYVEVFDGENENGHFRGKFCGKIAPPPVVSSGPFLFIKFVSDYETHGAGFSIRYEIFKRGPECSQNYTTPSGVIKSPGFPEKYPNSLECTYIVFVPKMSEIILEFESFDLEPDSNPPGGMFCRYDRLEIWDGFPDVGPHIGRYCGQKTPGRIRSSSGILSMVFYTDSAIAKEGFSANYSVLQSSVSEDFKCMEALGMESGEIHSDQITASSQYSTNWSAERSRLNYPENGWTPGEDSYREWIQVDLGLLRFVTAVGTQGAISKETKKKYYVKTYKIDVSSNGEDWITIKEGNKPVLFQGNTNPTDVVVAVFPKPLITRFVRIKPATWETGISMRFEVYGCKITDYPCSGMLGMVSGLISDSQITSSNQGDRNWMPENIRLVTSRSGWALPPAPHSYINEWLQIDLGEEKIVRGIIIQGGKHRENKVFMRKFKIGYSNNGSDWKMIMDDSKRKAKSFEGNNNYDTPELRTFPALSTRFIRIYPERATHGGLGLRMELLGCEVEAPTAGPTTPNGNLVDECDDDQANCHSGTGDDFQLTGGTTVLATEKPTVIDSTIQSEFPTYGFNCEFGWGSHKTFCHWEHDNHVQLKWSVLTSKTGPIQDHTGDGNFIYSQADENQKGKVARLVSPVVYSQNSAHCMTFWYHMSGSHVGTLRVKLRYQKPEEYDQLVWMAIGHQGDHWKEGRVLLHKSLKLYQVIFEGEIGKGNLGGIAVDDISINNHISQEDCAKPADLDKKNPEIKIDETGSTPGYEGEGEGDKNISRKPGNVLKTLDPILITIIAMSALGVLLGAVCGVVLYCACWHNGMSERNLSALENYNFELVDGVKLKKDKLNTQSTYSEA
PABP1 MLLE inh: blocks PAM2 peptide binding to the PABP1 MLLE domain; 0.36% of 360,000 active; P11940; GST-MLLE / FITC-PAM2 fluorescence polarization; inhibition, % at 20 µM; AID 588489; in the data active means inhibition above about 35%, passing the limit was not always enough;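 further: plate controls were DMSO wells with GST-MLLE for no effect and wells lacking GST-MLLE protein for full effect; some results filed as inactive read as strong as hits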
TbMetRS inhib: Trypanosoma brucei MetRS inhibition; purified T. brucei MetRS, ATP depletion, Kinase-Glo luminescence; inhibition, % at 11.9 µM; 0.4% of 360,000 active;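 active means inhibition above a per-plate cutoff of the control wells' mean inhibition plus 3 SD, cut at about 5.5% in these data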;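 further: 0% = DMSO wells median and 100% = median of wells with control inhibitor compound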
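Material: T. brucei methionyl-tRNA synthetase, purified; reagent: substrates ATP, L-methionine and bulk Escherichia coli tRNA; dosing: 11.9 µM single point; timing: 15 min plus 2 h at 25 °C; detection: luminescence of leftover ATP; evaluation: % inhibition; control set: DMSO-only wells as low control; replicates: singlicate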
E coli Lon inh: inhibitors of E. coli Lon protease. inhibition, % at 7.94 µM. P0A9M0. 0.42% of 360,000 active. purified E. coli Lon protease, fluorescence polarization; in the data active means inhibition above about 13%, passing the limit was not always enough;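 further: 0% = enzyme with probe and DMSO and 100% = no enzyme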
SKN-1 block: C. elegans SKN-1 inhibition; 0.49% of 360,000 active; inhibition, % at 21.8 µM; C. elegans VP596 Pgst-4::GFP/RFP ratio, acrylamide-induced, 24 h; AID 624304;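 active means interference check ratio from 0.5 to 1.5 plus GFP to RFP signal ratio inhibition reaching or exceeding a fixed threshold, cut at about 30% in these data, passing the limit was not always enough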; further: some compounds called inactive have numbers as strong as hits
* = called active by the depositor; . = no result given.

Molecule,SKN-1 block,MsrA inh,bovine MsrA act,MT1-MMP act inh,PABP1 MLLE inh,E coli Lon inh,FAS TE block,CendR NRP1 mod,TbMetRS inhib
O=C(CCCCn1c(=S)[nH]c2ccsc2c1=O)NCc1ccc2c(c1)OCO2,6,2.1,3,0,16,4,27,-26,-0.8
COc1ccc(C)cc1-n1nnnc1SCC(=O)N1CCC(C(=O)Nc2nccs2)CC1,34,-0.2,-3,0,-2,-6,-18,0,0.2
CC(=O)c1c(C)nc(C)nc1NC(=O)C(C)C,-19,-1.2,-5,-3,16,-1,-9,10,-0.1
Cc1ccc(NC(=O)C2CCN(C(=O)[C@@H]3Cc4ccccc4CN3)CC2)cc1,-3,0.3,-4,2,-3,-9,-5,3,-0.5
Cc1ccc(S(=O)(=O)ON=C2CCN(S(=O)(=O)c3ccccc3)CC2)cc1,-8,-0.3,0,0,13,3,-4,15,0.1
CC(=O)N1CCN(C(=S)c2ccc(N(C)C)cc2)CC1,2,0.1,-6,-1,29,-3,-5,-5,-0.3
COC(=O)[C@H]1C[C@@]2(O)CN(S(=O)(=O)c3ccc(C)cc3)C[C@@]2(OC(=O)Nc2cccs2)C[C@H]1C(=O)OC,5,-1.1,-1,-2,6,-8,-4,-1,0.1
O=S(=O)(c1ccc(SCc2ccc(Br)cc2)nc1)N1CCOCC1,8,-0.2,-1,-1,13,4,31,-30,-0.2
CCOc1ccccc1/C=c1\sc2nc(-c3ccco3)nn2c1=O,-21,-0.4,-2,-6,7,-6,8,-16,-1.0
Cc1ccc(NC(=O)c2sc(N)nc2C)cc1,-6,0.0,0,2,11,7,-4,2,-0.9
CCC1Oc2ccc(C)cc2N(CC(=O)N(Cc2ccncc2)Cc2ccco2)C1=O (stereo not given),-3,-0.8,-5,0,-2,-5,-1,-2,-1.0
CC(C)(C)NS(=O)(=O)c1ccc(CCC(=O)N2CCCC2)cc1,1,-0.7,-8,-4,-1,2,-1,11,-0.9

2 entries from above, with values under each structure:
The line under a structure holds: SKN-1 block | MsrA inh | bovine MsrA act | MT1-MMP act inh | PABP1 MLLE inh | E coli Lon inh | FAS TE block | CendR NRP1 mod | TbMetRS inhib
> CC(=O)N1CCN(C(=S)c2ccc(N(C)C)cc2)CC1
→ 2 | 0.1 | -6 | -1 | 29 | -3 | -5 | -5 | -0.3
> COC(=O)[C@H]1C[C@@]2(O)CN(S(=O)(=O)c3ccc(C)cc3)C[C@@]2(OC(=O)Nc2cccs2)C[C@H]1C(=O)OC
→ 5 | -1.1 | -1 | -2 | 6 | -8 | -4 | -1 | 0.1

(next part)
Molecule,SKN-1 block,MsrA inh,bovine MsrA act,MT1-MMP act inh,PABP1 MLLE inh,E coli Lon inh,FAS TE block,CendR NRP1 mod,TbMetRS inhib
O=C(c1cncs1)N1CCCC(CNS(=O)(=O)c2cccs2)C1 (stereo not given),-3,0.3,-3,0,1,-3,-4,9,0.0
COc1ccc(C)cc1-n1nnnc1SCc1nc2ccccc2c(=O)[nH]1,1,0.7,-7,-12,-15,4,2,0,0.3
COc1cc(C2CC(=O)Oc3cc(C)c(Br)c(C)c32)cc(OC)c1OC (stereo not given),-12,0.3,0,3,2,2,15,19,0.8
Cc1ccc(Cc2cnc(N3C(=N)SC(C)C3=O)s2)cc1 (stereo not given),2,2.4,-3,2,0,-4,-2,-10,0.0
O=C1OCC(c2ccccc2)=C1c1ccccc1[N+](=O)[O-],-8,1.0,0,0,-10,-4,2,15,0.1
COc1ccc(S(=O)(=O)Nc2cccc3c2O[C@H](CN(C)C(=O)NC2CCCCC2)[C@@H](C)CN([C@H](C)CO)C3=O)cc1,11,-0.8,-2,-2,-16,5,2,-3,-0.5
O=C(NCc1ccccc1)/C(=C\c1cccc([N+](=O)[O-])c1)NC(=O)c1ccco1,-7,-0.5,-2,4,11,-2,68*,0,-0.2
O=C(O)c1cc([N+](=O)[O-])cc2c1nnn2O,18,0.5,0,15,5,-1,1,-1,-0.5
COC(=O)CCC(=O)OC1(C)C(=O)C=C2C=C(C3CC3)N(C3CCCC3)C=C2C1=O (stereo not given),3,0.3,-5,1,11,14,-10,18,-0.1
O=C(CSc1nc(-c2ccccc2)cc(=O)[nH]1)N1CCOCC1,-1,-0.5,-1,-3,-5,-11,0,0,-0.6
Cc1ccc(NC(=O)/C(=C\c2cccc([N+](=O)[O-])c2)NC(=O)c2cccs2)cc1,14,1.7,-12,-2,-2,-8,30,7,-1.0
O=C(NN=C1CCCCC1)NC1CCCCC1,-1,0.1,-2,4,15,-14,-12,-5,0.6
COc1ccccc1NC(=S)NC1CCC(CC2CCC(NC(=S)Nc3ccccc3OC)CC2)CC1 (stereo not given),8,0.7,-6,1,-22,-1,28,-2,-0.8
CCC(CC)NC(=O)c1cc2c(C)nn(Cc3ccccc3Cl)c2s1,34,0.0,0,-2,-6,2,14,5,-0.9
COc1c2c(nc3ccccc13)OC(C(C)(O)COC(C)=O)C2 (stereo not given),-3,0.1,-5,-2,3,1,-3,-10,-1.4
Cc1ccc(S(=O)(=O)NC2CCCCCC2)cc1C(N)=O,15,-0.5,-2,3,-13,-4,-6,-14,-0.3
COc1ccc(CCNC(=O)C(=O)c2c[nH]c3ccccc23)cc1OC,-3,0.2,-3,1,-3,-3,-6,0,1.3
COC1(OC)C(=N/O)/C(=N\O)CCC1O (stereo not given),8,-0.8,-4,-6,0,-1,-4,-7,-0.5
O=C(CCOc1cccc(Br)c1)Nc1ccc(F)c(S(=O)(=O)N2CCOCC2)c1,34,2.5,-3,5,-13,2,21,-3,-0.3
O=S(=O)(N/N=C\C=C\c1ccccc1)c1ccccc1,8,2.7,-5,-6,-34,-7,-8,2,0.3
CCC(=O)Nc1ccc(C(=O)NNC(=O)Cc2ccccc2)cc1,-2,0.6,-5,-1,8,-15,-15,-9,0.0
CNc1nc(C)c(C(=O)OCc2ccccc2)s1,-4,-0.1,-2,-4,-12,-8,-2,6,-0.5
CCOC(=O)CN1CC23C=CC(O2)C(C(=O)Nc2ccc4c(c2)OCO4)C3C1=O (stereo not given),12,0.2,1,3,3,2,-2,-2,0.1
O=C1NC(=O)/C(=C\c2ccc(Cl)cc2Cl)N1,18,2.8,0,2,-7,1,-4,16,0.4
CC(Sc1nc2c(c(=O)[nH]1)CCCC2)C(=O)Nc1ccccc1C#N (stereo not given),0,-0.9,-1,-1,13,-6,-6,-11,0.4
O=C(Nc1cccc2[nH]c([C@H]3C[C@H](O)[C@@H](CO)O3)nc12)NC(c1ccccc1)c1ccccc1,-7,1.8,-2,-5,-8,-2,-2,1,-0.7
O=C(CCCN1C(=O)C(c2ccccc2)Oc2cccnc21)Nc1ccccc1Cl (stereo not given),8,1.5,0,-5,11,-5,10,-5,-0.1
CCN(CC(=O)Nc1ccc(NC(C)=O)cc1)C(=O)C12CC3CC(CC(Cl)(C3)C1)C2,5,0.0,-2,-7,-5,1,1,5,-0.3
C=CCN1C(=O)C(=O)N(CC(=O)c2ccc3c(c2)CCCC3)C1=O,12,-1.0,0,-2,2,-2,-2,-2,-0.2
Cc1csc(SCC(=O)c2c(N)n(CC(C)C)c(=O)n(C)c2=O)n1,-14,0.7,1,0,6,3,-3,1,0.2
O=C(CSc1n[nH]c(=O)n1C1CC1)c1c[nH]c2ccccc12,5,0.7,-1,0,0,7,-4,-54,1.1
CN(C1CCCCC1)S(=O)(=O)c1ccc(NC(=O)C2CCCCC2C(=O)O)cc1 (stereo not given),-3,0.6,-6,3,-2,9,-4,2,-0.3
CN1CCc2c(sc(NC(=O)c3ccc(S(=O)(=O)N4CCOCC4)cc3)c2C(N)=O)C1,17,.,-1,-9,-129,-74,-16,-117,-0.4
O=C(CSc1nnc2c(Cl)cc(C(F)(F)F)cn12)NCc1ccc(F)cc1,0,0.5,2,8,-19,-1,-7,-12,0.2
COc1cccc(NC(=S)N(CCN(C)C)C(C)c2cccnc2)c1 (stereo not given),-2,0.7,-5,2,16,-8,-2,-12,-0.8
Cc1oc2c(C)c3oc(=O)c(CCC(=O)NCCCN4CCCC4=O)c(C)c3cc2c1C,-3,2.1,-3,0,15,5,0,-6,-1.4

Some of the entries above, reformatted:
Every second line gives: SKN-1 block	MsrA inh	bovine MsrA act	MT1-MMP act inh	PABP1 MLLE inh	E coli Lon inh	FAS TE block	CendR NRP1 mod	TbMetRS inhib
> O=S(=O)(N/N=C\C=C\c1ccccc1)c1ccccc1
→ 8	2.7	-5	-6	-34	-7	-8	2	0.3
> CCC(=O)Nc1ccc(C(=O)NNC(=O)Cc2ccccc2)cc1
→ -2	0.6	-5	-1	8	-15	-15	-9	0.0
> CNc1nc(C)c(C(=O)OCc2ccccc2)s1
→ -4	-0.1	-2	-4	-12	-8	-2	6	-0.5
> CCOC(=O)CN1CC23C=CC(O2)C(C(=O)Nc2ccc4c(c2)OCO4)C3C1=O (stereo not given)
→ 12	0.2	1	3	3	2	-2	-2	0.1
> O=C1NC(=O)/C(=C\c2ccc(Cl)cc2Cl)N1
→ 18	2.8	0	2	-7	1	-4	16	0.4
> CC(Sc1nc2c(c(=O)[nH]1)CCCC2)C(=O)Nc1ccccc1C#N (stereo not given)
→ 0	-0.9	-1	-1	13	-6	-6	-11	0.4
> O=C(Nc1cccc2[nH]c([C@H]3C[C@H](O)[C@@H](CO)O3)nc12)NC(c1ccccc1)c1ccccc1
→ -7	1.8	-2	-5	-8	-2	-2	1	-0.7
> O=C(CCCN1C(=O)C(c2ccccc2)Oc2cccnc21)Nc1ccccc1Cl (stereo not given)
→ 8	1.5	0	-5	11	-5	10	-5	-0.1
> CCN(CC(=O)Nc1ccc(NC(C)=O)cc1)C(=O)C12CC3CC(CC(Cl)(C3)C1)C2
→ 5	0.0	-2	-7	-5	1	1	5	-0.3
> C=CCN1C(=O)C(=O)N(CC(=O)c2ccc3c(c2)CCCC3)C1=O
→ 12	-1.0	0	-2	2	-2	-2	-2	-0.2
> Cc1csc(SCC(=O)c2c(N)n(CC(C)C)c(=O)n(C)c2=O)n1
→ -14	0.7	1	0	6	3	-3	1	0.2
> O=C(CSc1n[nH]c(=O)n1C1CC1)c1c[nH]c2ccccc12
→ 5	0.7	-1	0	0	7	-4	-54	1.1
> CN(C1CCCCC1)S(=O)(=O)c1ccc(NC(=O)C2CCCCC2C(=O)O)cc1 (stereo not given)
→ -3	0.6	-6	3	-2	9	-4	2	-0.3
> CN1CCc2c(sc(NC(=O)c3ccc(S(=O)(=O)N4CCOCC4)cc3)c2C(N)=O)C1
→ 17	.	-1	-9	-129	-74	-16	-117	-0.4

Further records follow.
Molecule,SKN-1 block,MsrA inh,bovine MsrA act,MT1-MMP act inh,PABP1 MLLE inh,E coli Lon inh,FAS TE block,CendR NRP1 mod,TbMetRS inhib
S=c1[nH]nc(-c2ccccc2Cl)n1/N=C/C=C/c1ccco1,12,1.7,0,-5,-12,1,0,-37,-0.2
O=C(NCC1CCCO1)C(c1cccs1)N(Cc1cccs1)C(=O)Cn1nnc(-c2cccs2)n1 (stereo not given),-4,-0.2,-1,-3,6,0,8,4,0.2
COC(=O)c1c(NC(=O)CSc2ncnc3ccccc23)sc(C)c1C,11,-0.4,-1,-13,-10,-10,18,-32,-0.3
Cc1cc(C)n(/N=C/c2ccc(O)cc2)c(=O)c1C#N,-4,2.9,-5,2,0,-2,-1,13,-0.1
